Compound activity: PubChem BioAssay, National Center for Advancing Translational Sciences (NCATS)
D1 PAM: enhances dopamine response at the human D1 receptor; potentiation, % at 10 µM; AID 504651; 360,000 tested, 0.036% active; P21728; HEK293 TREx D1 cells, calcium flux, dopamine EC20 potentiation; in the data active means potentiation above about 30%; further: 0% is about no effect
D2 agonist: activates the human D2 dopamine receptor; P14416; HEK293 T-REx D2 cells, calcium flux agonist mode; activation, % at 2 µM; 340,000 tested, 0.53% active;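 active means activation over 3 SD above normal in the single-dose calcium agonist read, cut at about 30% in these data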; further: 0% is about no effect
Target sequence (P14416 whole entry, looked up): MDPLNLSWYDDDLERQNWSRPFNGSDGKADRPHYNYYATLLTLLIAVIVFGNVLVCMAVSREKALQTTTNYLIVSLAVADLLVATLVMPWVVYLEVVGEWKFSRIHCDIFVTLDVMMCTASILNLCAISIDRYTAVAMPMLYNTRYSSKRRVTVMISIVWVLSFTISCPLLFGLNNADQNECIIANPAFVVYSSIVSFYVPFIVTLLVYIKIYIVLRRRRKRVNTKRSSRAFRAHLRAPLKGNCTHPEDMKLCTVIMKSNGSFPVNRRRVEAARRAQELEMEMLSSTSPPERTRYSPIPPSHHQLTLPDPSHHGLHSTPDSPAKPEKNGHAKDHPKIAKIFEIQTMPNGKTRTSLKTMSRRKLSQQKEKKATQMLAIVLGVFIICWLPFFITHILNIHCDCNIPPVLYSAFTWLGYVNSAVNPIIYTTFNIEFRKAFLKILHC
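Agonism is scored from calcium flux in a force-coupled, inducible HEK293 cell line expressing D2, read kinetically for 180 s after compound addition against dopamine controls.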
D1 antag: human D1 dopamine receptor antagonism | P21728 | activity change, negative = inhibition, % at 10 µM | HEK293 TREx D1 cells, calcium flux, dopamine EC80; active compounds read low | 360,000 tested, 3.2% active; in the data active means activity change below about -30%; further: on the % scale 0 is the no-effect control and ±100 the full control effect
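Kinetic fluorescence of a calcium dye serves as the read-out. D1-expressing Hek293 Trex cells, induced overnight at 30 C, are exposed to compound for 180 s before an EC80 dopamine addition, then read 180 s further.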
TRHR ag: agonists of human TRH receptor; P34981; TRHR cells, calcium flux fluo-8, FDSS agonist mode; activation, % at 2 µM; 360,000 tested, 0.18% active; AID 493084; further: 0% is about no effect
Target sequence (P34981 whole entry, looked up): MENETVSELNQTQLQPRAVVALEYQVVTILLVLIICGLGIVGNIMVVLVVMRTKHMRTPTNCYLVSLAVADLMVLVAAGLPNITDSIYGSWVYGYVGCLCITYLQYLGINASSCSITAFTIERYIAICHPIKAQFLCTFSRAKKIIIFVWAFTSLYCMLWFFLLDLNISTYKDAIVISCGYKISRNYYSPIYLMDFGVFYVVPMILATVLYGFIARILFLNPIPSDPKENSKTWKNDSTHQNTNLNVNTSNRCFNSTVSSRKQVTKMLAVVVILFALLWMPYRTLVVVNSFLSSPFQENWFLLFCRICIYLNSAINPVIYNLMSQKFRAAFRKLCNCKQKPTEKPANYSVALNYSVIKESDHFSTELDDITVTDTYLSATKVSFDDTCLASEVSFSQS
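TRHR-expressing cells, plated overnight in medium with 10% serum, were loaded with fluo-8 calcium dye at room temperature. After a 10 s baseline, library compound was pin-added and calcium release was recorded kinetically (ex 480/em 530) as agonist response.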
D2 antagonist: antagonizes the human D2 dopamine receptor; inhibition, % at 10 µM; AID 485344; 340,000 tested, 2% active; P14416; HEK293 TREx D2 cells, calcium flux, dopamine EC80; in the data active means inhibition above about 30%; further: 0% is about no effect
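Calcium flux kinetic readout in an inducible HEK293 TREx D2 line plated overnight at 30 C. After 180 s compound exposure, an EC80 dopamine challenge follows with another 180 s kinetic read to detect antagonism.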
D2 potentiator: positively modulates the human D2 dopamine receptor allosterically; P14416; HEK293 T-REx D2, calcium flux, EC20 dopamine potentiation; potentiation, % at 10 µM; 340,000 tested, 0.34% active; AID 485347;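 active means potentiation over 3 SD above the plate norm, cut at about 30% in these data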; further: 0% is about no effect
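Cells plated with tetracycline inducer and held overnight at 30 C; calcium dye loaded 30–90 min at room temperature; baseline taken, compound added and read 180 s; EC20 dopamine then added and read 180 s.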
D1 agonist: activates the human D1 dopamine receptor; P21728; HEK293 T-REx D1 cells, calcium flux, agonist mode; activation, % at 2 µM; 360,000 tested, 1% active; AID 504660; further: 0% is about no effect
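Tetracycline-induced HEK293 TREx D1 cells, force-coupled to calcium signalling, were dye-loaded with a no-wash calcium kit. Compound was pin-added after a 10 s baseline. Fluorescence was read kinetically at 1 cycle/s for 180 s, with calcium rises flagged as agonism.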
TRHR enhancer: TRH receptor (human) allosteric enhancement | TRHR cells, fluo-8 calcium fluorescence, EC20 TRH enhancement | 360,000 tested, 0.66% active | AID 493056 | P34981 | enhancement, % at 2 µM; in the data active means enhancement above about 30%; further: 0% is about no effect
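TRHR-expressing cells loaded with fluo-8 calcium dye were read kinetically (ex 480/em 530) during compound addition, then stimulated with an EC20 of TRH (10 nM final). Enhancement of the Gq-mediated intracellular calcium response was scored.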
RXFP1 antag: RXFP1 (human) relaxin receptor antagonism; Q9HBX9; HEK293-RXFP1, relaxin-stimulated cAMP HTRF, 30 min; active compounds read low; activity change, negative = inhibition, % at 57.5 µM; 350,000 tested, 0.59% active;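 active means activity change of -60% or lower, but not beyond a set lower limit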; further: on the % scale 0 is the no-effect control and ±100 the full control effect
* hit, by the source's call. Unless noted, no stated cut-off is given here; in the data, active means activation above about 30%; inactive means the rest.

Sample of the layout, 6 compounds:
Results for CCCCOC(=O)CNc1n[nH]c(=S)[nH]c1=O ?
D1 PAM: 2; D2 agonist: 0.0; D1 antag: 3; TRHR ag: -1.5; D2 antagonist: -4; D2 potentiator: 3; D1 agonist: 4; TRHR enhancer: 5; RXFP1 antag: -63*

How did CCOc1cc(C=C2C(=O)c3ccccc3C2=O)ccc1OCC(=O)Nc1ccc(C)cc1 do in these assays?
D1 PAM: -2; D2 agonist: -0.3; D1 antag: -27; TRHR ag: -0.5; D2 antagonist: -21; D2 potentiator: -4; D1 agonist: 3; TRHR enhancer: 4; RXFP1 antag: 9

How did Cc1ccc(S(=O)(=O)/N=C/N(C)C)cc1 do in these assays?
D1 PAM: -2; D2 agonist: -0.6; D1 antag: 8; TRHR ag: -1.4; D2 antagonist: 21; D2 potentiator: 0; D1 agonist: 4; TRHR enhancer: -4

How did Cn1c(=O)c2c(nc(NCc3ccco3)n2CC(O)CO)n(C)c1=O (stereo not drawn) do in these assays?
D1 PAM: -5; D2 agonist: 1.5; D1 antag: 8; TRHR ag: 0.3; D2 antagonist: 8; D2 potentiator: 12; D1 agonist: 1; TRHR enhancer: -1; RXFP1 antag: 0

Results for CCOC(=O)c1c(C)[nH]c(C)c1S(=O)(=O)N(C)CC(=O)Nc1ccccc1C ?
D1 PAM: -1; D2 agonist: -0.3; D1 antag: -20; TRHR ag: -0.5; D2 antagonist: 1; D2 potentiator: 21; D1 agonist: 1; TRHR enhancer: 0; RXFP1 antag: 11

Results for COc1ccc(/C=N/Nc2nnc(Cc3ccc(OC)c(OC)c3)c(=O)[nH]2)cc1OC ?
D1 PAM: 1; D2 agonist: 1.1; D1 antag: 9; TRHR ag: 0.0; D2 antagonist: 6; D2 potentiator: 0; D1 agonist: 2; TRHR enhancer: -4; RXFP1 antag: 0

Results, previewed entries included:
Results for CCCCOC(=O)CNc1n[nH]c(=S)[nH]c1=O ?
D1 PAM: 2; D2 agonist: 0.0; D1 antag: 3; TRHR ag: -1.5; D2 antagonist: -4; D2 potentiator: 3; D1 agonist: 4; TRHR enhancer: 5; RXFP1 antag: -63*

How did CCOc1cc(C=C2C(=O)c3ccccc3C2=O)ccc1OCC(=O)Nc1ccc(C)cc1 do in these assays?
D1 PAM: -2; D2 agonist: -0.3; D1 antag: -27; TRHR ag: -0.5; D2 antagonist: -21; D2 potentiator: -4; D1 agonist: 3; TRHR enhancer: 4; RXFP1 antag: 9

How did Cc1ccc(S(=O)(=O)/N=C/N(C)C)cc1 do in these assays?
D1 PAM: -2; D2 agonist: -0.6; D1 antag: 8; TRHR ag: -1.4; D2 antagonist: 21; D2 potentiator: 0; D1 agonist: 4; TRHR enhancer: -4

How did Cn1c(=O)c2c(nc(NCc3ccco3)n2CC(O)CO)n(C)c1=O (stereo not drawn) do in these assays?
D1 PAM: -5; D2 agonist: 1.5; D1 antag: 8; TRHR ag: 0.3; D2 antagonist: 8; D2 potentiator: 12; D1 agonist: 1; TRHR enhancer: -1; RXFP1 antag: 0

Results for CCOC(=O)c1c(C)[nH]c(C)c1S(=O)(=O)N(C)CC(=O)Nc1ccccc1C ?
D1 PAM: -1; D2 agonist: -0.3; D1 antag: -20; TRHR ag: -0.5; D2 antagonist: 1; D2 potentiator: 21; D1 agonist: 1; TRHR enhancer: 0; RXFP1 antag: 11

Results for COc1ccc(/C=N/Nc2nnc(Cc3ccc(OC)c(OC)c3)c(=O)[nH]2)cc1OC ?
D1 PAM: 1; D2 agonist: 1.1; D1 antag: 9; TRHR ag: 0.0; D2 antagonist: 6; D2 potentiator: 0; D1 agonist: 2; TRHR enhancer: -4; RXFP1 antag: 0

Results for COc1ccc(-c2cc(CS(=O)(=O)c3ccccc3)on2)cc1 ?
D1 PAM: -7; D2 agonist: -0.2; D1 antag: -4; TRHR ag: -0.1; D2 antagonist: -13; D2 potentiator: 5; D1 agonist: 6; TRHR enhancer: -1; RXFP1 antag: -5

What do the screens show for `Cc1ccc(Cl)c(NC(=O)Nc2csc3c2CCCC3)c1`?
D1 PAM: -5; D2 agonist: -0.3; D1 antag: -29; TRHR ag: 0.2; D2 potentiator: -24; D1 agonist: 0; TRHR enhancer: -5; RXFP1 antag: -5

What do the screens show for `O=C(Nc1nc(SCc2ccc(F)cc2)ns1)c1ccco1`?
D1 PAM: -9; D2 agonist: -1.2; D1 antag: -7; TRHR ag: 0.8; D2 antagonist: -1; D2 potentiator: 10; D1 agonist: 6; TRHR enhancer: 1; RXFP1 antag: -36

How did CC(=O)N1c2ccc(S(=O)(=O)NCC3CCC(C(=O)Nc4ccc(C)cn4)CC3)cc2CC1C (stereo not drawn) do in these assays?
D1 PAM: -4; D2 agonist: -0.1; D1 antag: -10; TRHR ag: -0.3; D2 antagonist: -14; D2 potentiator: 34*; D1 agonist: 0; TRHR enhancer: -1; RXFP1 antag: 11

What do the screens show for `CC1CN(C(=O)c2cc(S(=O)(=O)N3CCCC3)ccc2Cl)CC(C)O1` (stereo not drawn)?
D1 PAM: 0; D2 agonist: 0.7; D1 antag: 5; TRHR ag: 0.0; D2 antagonist: -1; D2 potentiator: 7; D1 agonist: 3; TRHR enhancer: -3; RXFP1 antag: 2

Results for Cc1ccn2cc(CCNC(=O)CC(C)(C)C)nc2c1 ?
D1 PAM: -1; D2 agonist: 0.0; D1 antag: 7; TRHR ag: -0.7; D2 antagonist: -6; D2 potentiator: 0; D1 agonist: -1; TRHR enhancer: 1; RXFP1 antag: -26

Results for CCCCn1c(N)c(N(CCOC)C(=O)COc2ccc(OCC)cc2)c(=O)[nH]c1=O ?
D1 PAM: -8; D2 agonist: -0.5; D1 antag: -12; TRHR ag: 0.3; D2 antagonist: -9; D2 potentiator: -12; D1 agonist: 1; TRHR enhancer: -3; RXFP1 antag: -14

What do the screens show for `C=CCNc1nc(C)nc(OC)n1`?
D1 PAM: 0; D1 antag: -3; TRHR ag: 0.2; D1 agonist: 3; TRHR enhancer: 0; RXFP1 antag: -3

Results for Cc1cccc(C(=O)Nc2cc3c(cc2C)n(C)c(=O)n3C)c1 ?
D1 PAM: 0; D2 agonist: 1.6; D1 antag: 10; TRHR ag: -0.2; D2 potentiator: -4; D1 agonist: -1; TRHR enhancer: 1; RXFP1 antag: 6

Results for Cc1cc(=O)n2[nH]c(N3C(=O)CCC3=O)nc2n1 ?
D1 PAM: -4; D2 agonist: 0.7; D1 antag: 2; TRHR ag: 0.9; D2 antagonist: -5; D2 potentiator: 1; D1 agonist: 2; TRHR enhancer: 3; RXFP1 antag: -3

Results for OC[C@H]1O[C@@H](Oc2cc(O)cc(/C=C/c3ccc(O)cc3)c2)[C@H](O)[C@@H](O)[C@@H]1O ?
D1 PAM: 0; D2 agonist: -1.5; D1 antag: 5; TRHR ag: 0.4; D2 antagonist: -8; D2 potentiator: -2; D1 agonist: -1; TRHR enhancer: -2

What do the screens show for `COc1cc(OC)cc(C(=O)Nn2cc(C(=O)N3CCN(C)CC3)c3ccccc3c2=O)c1`?
D1 PAM: 4; D2 agonist: 0.6; D1 antag: -10; TRHR ag: -0.1; D2 antagonist: 2; D2 potentiator: -5; D1 agonist: 2; TRHR enhancer: 0; RXFP1 antag: -1

How did Cc1ccc(NC(=O)Cn2c(=O)cnc3ccccc32)cc1S(=O)(=O)N1CCCCC1 do in these assays?
D1 PAM: -6; D2 agonist: 0.5; D1 antag: -8; TRHR ag: 0.3; D2 antagonist: -28; D2 potentiator: 8; D1 agonist: 5; TRHR enhancer: -4; RXFP1 antag: -5

How did O=C(c1ccco1)N1CCN(C(=O)c2cn(-c3ccccc3)nc2-c2ccc(F)cc2)CC1 do in these assays?
D1 PAM: -4; D2 agonist: 0.7; D1 antag: 11; TRHR ag: 0.1; D2 antagonist: -11; D2 potentiator: 1; D1 agonist: 0; TRHR enhancer: 1; RXFP1 antag: -11

What do the screens show for `Cc1cc(C)cc(C(=O)N2CCC3(CC2)NCCc2[nH]cnc23)c1`?
D1 PAM: 5; D2 agonist: -0.5; D1 antag: -10; TRHR ag: 0.1; D2 antagonist: -7; D2 potentiator: 2; D1 agonist: 1; TRHR enhancer: 3; RXFP1 antag: 4

Results for O=C(c1cccc(NS(=O)(=O)c2ccc(F)c(F)c2)c1)N1CCN(C(c2ccccc2)c2ccccc2)CC1 ?
D1 PAM: 3; D2 agonist: 0.7; D1 antag: 7; TRHR ag: 0.9; D2 antagonist: 4; D2 potentiator: -3; D1 agonist: 5; TRHR enhancer: 6; RXFP1 antag: -24

Results for O=C1CCCc2c1cc(-c1ccccc1)n2-c1ccc(O)cc1 ?
D1 PAM: -1; D2 agonist: -1.4; D1 antag: -6; TRHR ag: 0.2; D2 antagonist: -1; D2 potentiator: -3; D1 agonist: 1; TRHR enhancer: 0; RXFP1 antag: -19

What do the screens show for `CCOC(=O)c1ccc(NC(=O)CCc2ccc(C)o2)cc1`?
D1 PAM: -4; D2 agonist: 0.3; D1 antag: -16; TRHR ag: -0.2; D2 antagonist: -1; D2 potentiator: 5; D1 agonist: 10; TRHR enhancer: 13; RXFP1 antag: -21

What do the screens show for `CC(=O)Nc1ccc(NC(=O)Nc2ccccc2)cc1`?
D1 PAM: -1; D2 agonist: 0.1; D1 antag: 1; TRHR ag: 0.5; D2 antagonist: 8; D2 potentiator: -7; D1 agonist: 2; TRHR enhancer: 10; RXFP1 antag: -12

Results for Cc1cc(Oc2ccc(Cl)cc2)nc(-c2ccccn2)n1 ?
D1 PAM: 3; D2 agonist: 0.1; D1 antag: 1; TRHR ag: -0.2; D2 antagonist: 8; D2 potentiator: 11; D1 agonist: 0; TRHR enhancer: 15; RXFP1 antag: -18

How did Cc1cccc(NC(=O)CN(CCc2ccccc2)S(C)(=O)=O)c1 do in these assays?
D1 PAM: 0; D2 agonist: -1.0; D1 antag: -3; TRHR ag: -0.1; D2 antagonist: 8; D2 potentiator: -1; D1 agonist: 8; TRHR enhancer: 0; RXFP1 antag: -9

How did Cc1ccc(C(=O)COC(=O)c2ccc(Cl)c(N)c2)s1 do in these assays?
D2 agonist: -0.6; D1 antag: -11; TRHR ag: -0.3; D2 antagonist: 3; D2 potentiator: 4; D1 agonist: 10; TRHR enhancer: 2; RXFP1 antag: -6

Results for O=C(COC(=O)COc1ccc(Br)cc1)NCc1ccccc1 ?
D1 PAM: -6; D2 agonist: -0.9; D1 antag: -13; TRHR ag: -0.7; D2 antagonist: -9; D2 potentiator: -10; D1 agonist: 1; TRHR enhancer: -2; RXFP1 antag: 2

Results for CC1CC(C)CN(C(=O)c2nn(C)c3c2CSc2ccccc2-3)C1 (stereo not drawn) ?
D1 PAM: 11; D2 agonist: -0.1; D1 antag: 34; TRHR ag: -0.5; D2 antagonist: 4; D2 potentiator: 1; D1 agonist: 0; TRHR enhancer: -4; RXFP1 antag: -2

Results for COc1ccc(S(=O)(=O)N2CCC(Cc3ccccc3)CC2)cc1NC(C)=O ?
D1 PAM: -1; D2 agonist: 0.9; D1 antag: 3; TRHR ag: 0.0; D2 antagonist: -6; D2 potentiator: 0; D1 agonist: 4; TRHR enhancer: 4; RXFP1 antag: -3
